TRPC6 inhibitor: blocks the mouse TRPC6 cation channel; HEK293-TRPC6, membrane potential dye, ACh-evoked depolarization; stronger effect = lower value; B-score at 10 µM; 1.1% of 310,000 active; AID 2553;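 active = B-score under library mean minus 3 SD, initial fluorescence not abnormally high, positive integrated signal ratio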;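 note: B-score derived from integrated fluorescence ratio over the kinetic read; more negative B-score means stronger inhibition of depolarization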
MrgX1 antagonist: human MrgX1 receptor antagonism, primary screen; B-score at 10 µM; 1.3% of 310,000 active; MRGX1-HEK293 calcium flux, Fluo-4, BAM8-22 antagonism; stronger effect = lower value; AID 588676; Q96LB2;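 active = calcium-response B-score plate-corrected more than 3 library SD below zero, starting fluorescence within 5 deviations, no agonist response on first addition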;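 note: peak minus trough fluorescence over baseline after final BAM8-22 challenge near maximal dose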
Target sequence (Q96LB2 whole entry, looked up): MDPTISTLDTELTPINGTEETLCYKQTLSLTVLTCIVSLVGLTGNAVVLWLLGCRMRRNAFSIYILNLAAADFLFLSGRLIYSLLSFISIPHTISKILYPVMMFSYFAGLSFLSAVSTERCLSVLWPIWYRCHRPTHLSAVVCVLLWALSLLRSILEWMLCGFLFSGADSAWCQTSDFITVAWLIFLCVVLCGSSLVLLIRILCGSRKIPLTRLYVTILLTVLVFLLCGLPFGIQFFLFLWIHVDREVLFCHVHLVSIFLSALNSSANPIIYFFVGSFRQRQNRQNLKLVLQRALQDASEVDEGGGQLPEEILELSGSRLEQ
MrgX1 agonist: activates human MrgX1 receptor signaling. B-score at 10 µM. MrgX1-HEK293 cells, Fluo-4 calcium fluorescence, agonist mode; stronger effect = higher value. Q96LB2. 0.44% of 310,000 active;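 active = calcium response B-score plate-corrected fluorescence ratio at least 3 library SD, with starting fluorescence B-score inside 5 SD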
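Assay system: MrgX1-expressing HEK293 cells / Amount: fifteen thousand cells per well / Doses: test compound in the initial addition of three / Timing: cells plated overnight, dye loaded 0.5 h 37 °C, 0.5 h room temperature / Technique: kinetic calcium dye fluorescence, Fluo-4 NW / Control set: positive and negative controls per plate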
PolyA inhibitor: inhibitors of polyadenylation in S. cerevisiae; calls only at 12 µM; S. cerevisiae SKY197-pL101 polyadenylation reporter, beta-gal luminescence; efflux-impaired pdr1/pdr3 knockout yeast; score 100 = 6 SD above DMSO; 0.02% of 300,000 active;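 active = lowest replicate activity score at least 50, where 100 means six control SD above control mean; inconclusive = lowest score under 50 but half or more replicates reach 50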;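 note: yeast exposed to compound for 9 h at 30 °C; higher score means more reporter readthrough which indicates perturbed polyadenylation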
TRPC4 PAM: allosterically enhances the mouse TRPC4 cation channel; B-score at 10 µM; Q9QUQ5; HEK293 TRPC4beta/mu-opioid, DAMGO EC20, Fluo-4 Ca2+ flux; stronger effect = higher value; 0.42% of 310,000 active;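 active = B-score of calcium response area above 5 SD of library B-scores, with initial fluorescence ratio within 5 SD of library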;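 note: B-score of integrated fluorescence ratio over time as area under calcium response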
MrgX1 allo act: human MrgX1 positive allosteric modulation, primary screen. Q96LB2. MrgX1-HEK293, Fluo-4 calcium flux, FDSS; stronger effect = higher value. B-score at 10 µM. 0.63% of 310,000 active. AID 588675;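 active = plate-corrected calcium response at least 3 library SD above typical, normal starting fluorescence, not activating the receptor alone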;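 note: compound read alongside a low EC10 to EC30 dose of BAM8-22 agonist; peak minus trough fluorescence over baseline measured at the second addition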
HIF act: HIF pathway transcriptional activation | U2OS HRE-luciferase reporter, luminescence; normalized: DMSO 0%, desferrioxamine 100% | activation, % at 7.5 µM (by protocol) | 0.32% of 300,000 active;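 active = mean activation of at least 10% of the iron chelator positive control signal, with at least half of replicates also reaching 10%; inconclusive = mean and replicate majority disagree about reaching 10%; inactive = mean and most replicates under 10%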
TRPC4 act: opens the mouse TRPC4 cation channel | HEK293 TRPC4beta/mu-opioid, Fluo4 calcium fluorescence; stronger effect = higher value | 0.49% of 310,000 active | AID 2237 | Q9QUQ5 | B-score at 10 µM;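 active = B-score above 5 SD of library B-scores, and initial fluorescence ratio not above library mean plus 5 SD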;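 note: positive B-score marks a calcium rise read as TRPC4 activation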
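System: HEK293 cells stably co-expressing mouse TRPC4beta and mu-opioid receptor; Schedule: Fluo4 dye loading 45 min at room temperature, 110 s recording; Detection: Fluo4 fluorescence, kinetic; Evaluation: B-scored integrated calcium fluorescence ratio; Controls: buffer (low) and maximal DAMGO (high).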
AI-2 QS modul: modulators of Vibrio harveyi AI-2 quorum sensing system | AID 2094 | Vibrio harveyi JMH597 AI-2 luminescence/OD600 ratio, 9 h; stronger effect = lower value; strain lacks LuxN and CqsS sensors; 0 = neutral-control median | 0.4% of 300,000 active | activity change, % at 7.5 µM; in the data active = activity change below about -75%, passing the limit was not always enough; inconclusive = no clear call, values can overlap the other calls;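 note: luminescence divided by OD600 gain over 9 h not by final OD600 alone; inactives centre near 13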
TRPC6 act: mouse TRPC6 channel activation. AID 2550. HEK293-TRPC6 membrane potential dye fluorescence; stronger effect = higher value. 0.13% of 310,000 active. B-score at 10 µM;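 active = B-score of the integrated fluorescence ratio above library mean plus 3 SD, and starting fluorescence ratio within library mean plus 5 SD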;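 note: higher score means more depolarization so channel activation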
TRPC4 inh: blocks the mouse TRPC4 cation channel; HEK293 TRPC4beta/mu-opioid, DAMGO-evoked Fluo4 calcium flux; stronger effect = lower value; B-score at 10 µM; 0.39% of 300,000 active; AID 2247;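 active = B-score over 3 SD under the library average, no early fluorescence shift, positive overall ratio signal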
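Material: HEK293 cells with stable TRPC4beta plus mu-opioid receptor expression / Probe or stimulus: DAMGO in two steps, submaximal then maximal / Compound: single concentration per test compound / Technique: kinetic Fluo4 fluorescence imaging of calcium influx / Read-out: per-well B score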
The depositor's hits bear a star; i = inactive; u = inconclusive; x = no result given.

SMILES	TRPC6 inhibitor	MrgX1 antagonist	MrgX1 agonist	PolyA inhibitor	TRPC4 PAM	MrgX1 allo act	HIF act	TRPC4 act	AI-2 QS modul	TRPC6 act	TRPC4 inh
Cc1cc(CN2CCCC(CO)(Cc3cccc(Cl)c3)C2)n[nH]1 (stereo not given)	i	i	i	i	i	i	0.2	i	19	i	i
COc1ccccc1C1=NN(C2=NN=C(N)Cc3ncnn32)C(O)(C(F)(F)F)C1 (stereo not given)	i	i	i	i	i	i	0.2	i	1	i	i
COc1ccccc1Nc1nc(-c2c(C)nc3ncccn23)cs1	i	x	x	i	i	x	0.9	i	22	i	i
CCCCOC(=O)Cn1c(=O)n(CC(=O)OCCCC)c2cc(C)ccc21	i	i	i	i	i	i	-0.1	i	-10	i	i
COc1ccc(CN2CC(=O)N(c3ccc(C)cc3C)C2=S)cc1OC	i	i	i	i	i	i	-0.8	i	1	i	i
Cc1nc2ccc(NC(=O)C3COc4ccccc4O3)cc2s1 (stereo not given)	i	i	i	i	i	i	3.6	i	16	i	i
COc1ccc(-c2ccnc(-c3ccc(OCCCF)cc3)n2)cc1	i	i	i	i	i	i	2.2	i	3	i	i
COc1ccc(/C=C/C(=O)NC(=S)NNC(=O)Cc2cccs2)cc1OC	i	i	i	i	i	i	-23	i	39	i	i
CCc1ccc(N(CC(=O)NC2CCCCC2)S(=O)(=O)c2c(C)noc2C)cc1	i	i	i	i	i	i	x	i	48	i	i
O=C(O)COc1ccc2nsnc2c1Cl	i	i	i	i	i	i	0.6	i	7	i	i
COc1ccc(C(C)=O)cc1CC(=O)NC1CCCCCC1	i	i	i	i	i	i	0.1	i	38	i	i
COc1ccc(S(=O)(=O)N2CCCC(C(=O)NCc3ccccn3)C2)cc1 (stereo not given)	i	i	i	i	i	i	0.2	i	5	i	i
CC1=NN(c2ccccc2)C(=O)/C1=C\c1ccc(Oc2ccc([N+](=O)[O-])cc2[N+](=O)[O-])cc1	i	i	i	i	i	i	0.1	i	19	i	i
COc1cccc(NC(=O)CNC(=O)c2ccc(OC)c(OC)c2)c1	i	i	i	i	i	i	0.0	i	16	i	i
Cc1nnc(SCC(=O)N2CCN(Cc3ccccc3)CC2)s1	i	i	i	i	i	i	-0.4	i	28	i	i
Cc1ccc(/C=C/C(=O)Nc2nc3ccccc3[nH]2)cc1	i	i	i	i	i	i	1.8	i	9	i	i
Nc1nc2n(n1)C(c1ccccc1Cl)CC(c1ccc(F)cc1)N2 (stereo not given)	i	i	i	i	i	i	0.2	i	-7	i	i
C/C(=N\NC(=O)C1CC1)c1ccc(C)cc1C	i	i	i	i	i	i	0.5	i	-1	i	i
CCN(C(=O)CN1CCN(c2ccccc2F)CC1)c1c(N)n(Cc2ccccc2)c(=O)[nH]c1=O	i	i	i	i	i	i	0.3	i	7	i	i
CCC1Nc2ncnc(N3CCN(c4ccccc4)CC3)c2N(Cc2ccc(Br)cc2)C1=O (stereo not given)	i	i	i	i	i	i	1.3	i	7	i	i
N#Cc1cc(N2CCOCC2)nc2ccccc12	i	i	i	i	i	i	-0.2	i	14	i	i
Oc1ccc(N=Nc2n[nH]c(-c3ccc(Br)cc3)n2)cc1	i	i	i	i	i	i	1.9	i	-12	i	i
Cc1cc(C)c(NC(=O)CSc2nnc(CNC(=O)c3ccco3)o2)c(C)c1	i	i	i	i	i	i	-1.3	i	34	i	i
CC[C@H]1c2[nH]c3ccccc3c2C[C@@H]2C(=O)N(c3ccc(F)cc3)C(=O)N21	i	i	i	i	i	i	-0.2	i	34	i	i
CCCc1nc(SCC(=O)Nc2nnc(SCC)s2)c2c(=O)n(C)c(=O)n(C)c2n1	i	i	i	i	i	i	-0.1	i	21	i	i
Cc1ccc(Nc2nc3ccccc3n3nnnc23)cc1	i	i	i	i	i	i	1.6	i	3	i	i
Cc1ccc(NC(=O)Nc2cccc([N+](=O)[O-])c2)cc1F	i	-6.1*	i	i	i	i	2.6	i	-6	i	i
CCC(C)(C)n1nnnc1C(c1ccncc1)N1CCC(Cc2ccccc2)CC1 (stereo not given)	i	i	i	i	i	i	-0.6	i	12	i	i
O=C(Nc1nnc(-c2cccc(F)c2)s1)Nc1ccccc1F	i	i	i	i	i	i	-0.4	i	4	i	i
Cc1ccc(NC(=O)C2CCN(C(=O)NC3CCCCC3)CC2)cc1	i	i	i	i	i	i	-0.2	i	21	i	i
O=C(NC1CC1)C1CCN(C2CCN(C(=O)c3ccc4cccc(F)c4n3)CC2)CC1	i	i	i	i	i	i	-0.1	i	8	i	i
COC(=O)CSc1nnc(SCc2ccc(Cl)cc2)s1	i	i	i	i	i	i	-0.2	i	-38	i	i
COCCC(=O)N1CCCC(CNS(=O)(=O)c2ccc(OC)cc2)C1 (stereo not given)	i	i	i	x	i	i	-0.6	i	16	i	i
COc1ccc(N2C(=O)C3C4C=CC(C4)C3C2=O)nn1 (stereo not given)	i	i	i	i	i	i	0.4	i	10	i	i
Cc1cc(=O)[nH]c(SCC(=O)Nc2cc(S(=O)(=O)N3CCCC3)ccc2Cl)n1	i	i	i	i	i	i	x	i	41	i	i
Cc1cc(=O)oc2cc(OCC(=O)N3CCN(c4ccc(F)cc4)CC3)ccc12	i	i	i	i	i	i	u	i	19	i	i
O=c1cc(CSc2nnc(-c3ccco3)o2)c2ccccc2[nH]1	i	i	i	i	i	i	0.0	i	3	i	i
C=CCn1c(SCC(=O)Nc2c(C)n(C)n(-c3ccccc3)c2=O)nc2sc(C)c(-c3ccccc3)c2c1=O	i	i	i	i	i	i	1.1	i	14	i	i
O=C(O)c1cccc(NC(=O)c2cccc(NC(=O)C3CCCO3)c2)c1 (stereo not given)	i	i	i	i	i	i	-1.1	i	15	i	i
Cc1ccc(OC(=O)c2ccc(N3CCOCC3)c([N+](=O)[O-])c2)cc1	i	i	i	i	i	i	0.3	i	11	i	i
C/C(=N/Nc1ccc([N+](=O)[O-])cc1)c1ccc(C)cc1C	i	i	i	i	i	i	1.1	i	19	i	i
O=C(NC1CCCCC1)c1cc(F)cc2c1OCOC2	i	i	i	i	i	i	-0.6	i	39	i	i
Cc1cccc(-n2nc3c(c2NC(=O)c2ccco2)CS(=O)C3)c1C (stereo not given)	i	i	i	i	i	i	-0.3	i	14	i	i
Cc1cccc(C)c1NC(=O)COc1ccc2c(C)c(Cc3ccccc3)c(=O)oc2c1	i	i	i	i	i	i	-0.7	i	5	i	i
COc1cc2[nH]c(=O)n(CCCC(=O)NC3CCCCC3)c(=O)c2cc1OC	i	i	i	i	i	i	-0.2	i	16	i	i

Next section; it opens with the two that closed the last part.
SMILES	TRPC6 inhibitor	MrgX1 antagonist	MrgX1 agonist	PolyA inhibitor	TRPC4 PAM	MrgX1 allo act	HIF act	TRPC4 act	AI-2 QS modul	TRPC6 act	TRPC4 inh
Cc1cccc(C)c1NC(=O)COc1ccc2c(C)c(Cc3ccccc3)c(=O)oc2c1	i	i	i	i	i	i	-0.7	i	5	i	i
COc1cc2[nH]c(=O)n(CCCC(=O)NC3CCCCC3)c(=O)c2cc1OC	i	i	i	i	i	i	-0.2	i	16	i	i
CC(NC(=O)C(C)N1c2cccc3cccc(c23)S1(=O)=O)c1ccccc1 (stereo not given)	i	i	i	i	i	i	-5.3	i	10	i	i
C/C=C/c1ccc(OCC(=O)Nc2ccncc2)c(OC)c1	i	i	i	i	i	i	-4.8	i	10	i	i
Cc1cc(C)cc(NC(=O)CSc2nc3[nH]ncc3c(=O)[nH]2)c1	i	-9.1*	i	i	i	i	-0.6	i	41	i	i
CC1CCC(NC(=O)c2ccc3nc[nH]c3c2)CC1 (stereo not given)	i	i	i	i	i	i	1.7	i	19	i	i
CC1(C)CC(C(CCN(Cc2ccccc2)C(=O)c2ccco2)c2ccc(F)cc2)CCO1 (stereo not given)	i	i	i	i	i	i	-0.4	i	5	i	i
CC(CNC(=O)c1ccc2c(c1)OCO2)c1ccc([N+](=O)[O-])cc1 (stereo not given)	i	i	i	i	i	i	-0.6	i	10	i	i
COC(=O)c1ccccc1NC(=O)CCNC(=O)Cn1cnc2ccccc2c1=O	i	i	i	i	i	i	0.6	i	-4	i	i
CCCOc1cccc(C2C(C(=O)c3ccc(C)o3)=C(O)C(=O)N2CCN2CCOCC2)c1 (stereo not given)	i	i	i	i	i	i	0.0	i	13	i	i
CCOc1cc(C)c(Cl)cc1S(=O)(=O)NCC1CCCO1 (stereo not given)	x	i	i	i	x	i	-0.8	x	9	x	x
CCOc1ccccc1NS(=O)(=O)c1ccc2c(c1)N(C)CCO2	i	i	i	i	i	i	-0.6	i	17	i	i
O=C(O)c1cccn1Cc1ccccc1F	i	i	i	i	i	i	0.5	i	20	i	i
C=CCN(CC=C)S(=O)(=O)c1ccc(C(=O)Nc2nnc(COC)o2)cc1	i	i	i	i	i	i	-0.2	i	22	i	i
O=C1Oc2ccccc2C(=O)/C1=C/c1ccccc1O	i	i	i	i	i	i	0.5	i	29	i	i
CC(=O)Nc1ccc(S(=O)(=O)N(CC(=O)O)Cc2ccccc2)cc1	i	i	i	x	i	i	-0.2	i	18	i	i
CN(C(=O)CC1C(=O)NCCN1CC(c1ccccc1)c1ccccc1)C(C1CC1)C1CC1 (stereo not given)	i	i	i	i	i	i	-0.2	i	19	i	i
COc1ccc(C=C2C(=O)OC(C)(C)OC2=O)cc1OC	i	i	i	i	i	i	-23	i	26	i	i
O=C(NCCC1=CCCCC1)C1CCC(CNc2c(N3CCCCC3)c(=O)c2=O)CC1 (stereo not given)	i	i	i	i	i	i	-0.4	i	39	i	i
CC(CCc1ccco1)NC(=O)c1cccc2c1C(=O)N(C1CCCCC1)C2 (stereo not given)	i	i	i	i	i	i	-0.2	i	4	i	i
CC(C)(C)NC(=O)C(c1ccc(O)cc1)N(C(=O)CCC(=O)Nc1ccccn1)c1ccc(F)cc1 (stereo not given)	i	i	i	i	i	i	-0.3	i	30	i	i
O=C(N/N=C/C(Br)=C/c1ccccc1)c1n[nH]c2c1CCC2	i	i	i	i	i	i	0.4	i	15	i	i

Some of the compounds tested; count on the stated rates, not on these rows.
